Pol iota inh = inhibitors of human DNA polymerase iota; Q9UNA4; Pol iota fluorescent replication assay, 10 min; Potency, µM (highest dose often 115 µM), without a hit: at the highest dose activity, negative = inhibition, hits mostly inhibitors; 390,000 tested, 1% active; AID 588590
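Pol iota at 10 nM preincubated 15 min with compounds at room temperature; reaction started with fluorescent substrate, 50 nM final. Fluorescence read kinetically at 0 and 10 min; buffer-only wells as negative control.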
BLM helicase inh = inhibitors of human Bloom syndrome helicase BLM | recombinant BLM DNA unwinding, fluorescence dequenching | Potency, µM (series often up to 56.1 µM), inactives show at the highest dose activity change, negative = inhibition, most hits filed as inhibitors | P54132 | 350,000 tested, 0.2% active | AID 2528;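 note: plate controls were vehicle for no effect and no enzyme for full effect; nearly all actives have a fitted effect of over 35% in size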
BAZ2B inh = BAZ2B (human) inhibition. Q9UIF8. AlphaScreen BAZ2B-H3K14Ac peptide displacement. Potency, µM (doses to about 114 µM), for the others: top-dose activity change, negative = inhibition, usual class: inhibitors. 360,000 tested, 4.4% active; note: % is set by controls: 0 for no effect and ±100 for the full control effect; nearly all actives have a fitted effect of over 60% in size
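BAZ2B 50 nM plus b-H3(5-23)K14Ac 50 nM, PBS pH 7.4/0.01% Tween-20, 30 min RT; compound added (max 110 uM), 30 min RT; streptavidin donor/Ni-chelate acceptor beads 10 ug/mL final, 20 min dark; AlphaScreen read.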
G9a block = inhibitors of human histone lysine methyltransferase G9a; 350,000 tested, 8.8% active; Potency, µM (highest dose often 102 µM), without a hit: top-dose activity, negative = inhibition, actives largely listed as inhibitors; G9a H3K9 monomethylation, AlphaScreen, 2 h; Q96KQ7; note: % is set by controls: 0 for no effect and ±100 for the full control effect; nearly all actives have a fitted effect of over 75% in size
Target sequence (Q96KQ7 913-1193 limits assumed): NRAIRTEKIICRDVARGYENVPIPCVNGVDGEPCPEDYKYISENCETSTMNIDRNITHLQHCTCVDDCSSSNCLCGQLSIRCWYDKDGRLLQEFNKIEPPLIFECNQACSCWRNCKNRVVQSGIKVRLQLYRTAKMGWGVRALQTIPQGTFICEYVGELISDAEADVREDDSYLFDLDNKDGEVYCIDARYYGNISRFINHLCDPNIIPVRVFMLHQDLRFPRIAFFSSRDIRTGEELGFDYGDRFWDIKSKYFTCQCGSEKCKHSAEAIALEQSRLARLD
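Using a bead-based AlphaScreen, monomethylated H3K9 product from 2 h room-temperature reactions (G9a 20 nM, peptide 500 nM, SAM 20 uM) was detected with 0.5 ug/mL rabbit anti-H3K9me1 antibody.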
Pin1 inh = blocks the human prolyl isomerase Pin1; Q13526; Pin1 FP peptide displacement, HiFluor488, 10 min; Potency, µM (top dose mostly 115 µM), for inactives: top-dose activity, negative = inhibition, actives largely listed as inhibitors; 390,000 tested, 0.009% active; AID 504891; active = well fitted inhibition curve with a large enough effect in the polarisation, with a control signal flat, not every such curve was filed as active; inconclusive = small, poorly fitted or top-dose-only effect, or effect the other way, or a change in a side signal; inactive = no such curve, though single readings can be large or run the other way; the % refers to the polarisation; note: % is set by controls: 0 for no effect and ±100 for the full control effect
Target sequence (Q13526 whole entry, looked up): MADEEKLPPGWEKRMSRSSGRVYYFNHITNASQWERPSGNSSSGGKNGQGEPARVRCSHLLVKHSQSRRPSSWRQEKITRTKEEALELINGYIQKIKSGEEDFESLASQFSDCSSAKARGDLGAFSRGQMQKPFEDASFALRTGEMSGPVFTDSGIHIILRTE
JMJD2A Tudor = JMJD2A Tudor domain (human) inhibition; O75164; AlphaScreen JMJD2A-Tudor / H3K4me3 peptide binding; Potency, µM (titrated, usually from 114 µM), inactives show at the top dose activity change, negative = inhibition, actives largely listed as inhibitors; 390,000 tested, 4.4% active; AID 504339; note: % is set by controls: 0 for no effect and ±100 for the full control effect; nearly all actives have a fitted effect of over 50% in size
GLS inh = blocks human kidney-isoform glutaminase activity. Potency, µM (top dose mostly 45.5 µM), for the others: top-dose activity change, negative = inhibition, actives largely listed as inhibitors. O94925. GLS enzymatic activity, qHTS titration. 410,000 tested, 0.21% active; note: % is set by controls: 0 for no effect and ±100 for the full control effect
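Two-point fluorescence kinetic (t0, 30 min RT) for hKGA; glutamate detected via glutamate oxidase–HRP–Amplex Red. Substrate: 1 mM L-glutamine solution; buffer 45 mM KH2PO4, pH 8.2.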
HP1b binding inh = inhibitors of HP1-beta chromodomain binding to methylated histone tails | P83916 | AlphaScreen HP1-beta / biotin-H3K9me3 peptide binding | Potency, µM (titrated, usually from 114 µM), without a hit: top-dose activity change, negative = inhibition, most hits filed as inhibitors | 390,000 tested, 0.56% active; note: nearly all actives have a fitted effect of over 70% in size; inactives centre near 23
Target sequence (P83916 whole entry, looked up): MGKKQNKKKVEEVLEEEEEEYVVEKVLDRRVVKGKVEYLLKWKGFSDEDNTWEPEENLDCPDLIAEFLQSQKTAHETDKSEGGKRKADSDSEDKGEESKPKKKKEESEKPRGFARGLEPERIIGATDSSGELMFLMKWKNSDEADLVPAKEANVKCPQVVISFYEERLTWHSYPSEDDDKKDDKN
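AlphaScreen: HP1-beta (50 nM) preformed 30 min with biotin-H3(1-18)K9me3 peptide (50 nM) in PBS pH 7.4, 0.01% Tween-20. Compound added for 30 min at RT, then streptavidin donor/nickel chelate acceptor beads (10 ug/mL) for 30 min.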
PGK inhibitor = inhibitors of T. brucei phosphoglycerate kinase | Potency, µM (highest dose often 57.5 µM), for inactives: at the highest dose activity change, negative = inhibition, hits mostly inhibitors | PGK/GAPDH coupled, Kinase-Glo luminescence, 60 min | 380,000 tested, 0.043% active; note: % is set by controls: 0 for no effect and ±100 for the full control effect; nearly all actives have a fitted effect of over 60% in size
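Recombinant glycosomal PGK reaction used 1,3-bisphosphoglycerate generated in-well by GAPDH (100nM final) in 100mM TEA pH 7.6, 5mM MgCl2, 0.01% Tween-20. After 60 minutes at room temperature, ATP was read by Kinase-Glo Plus luminescence end-point.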
Starred values were filed as active, the others as inactive; i = inactive; ? = inconclusive; · = no result given; & = joins results of further samples; [ ] = remark or other dose. Unless noted, calls come from the whole dose curve; as a rule, active = well fitted curve in the direction sought with a large enough effect; inconclusive = small, poorly fitted or top-dose-only effect, or another doubt; inactive = no such curve, though single readings can be large; an effect the other way counts as inactive or inconclusive. Potency is the fitted concentration of half-maximal effect.

SMILES	Pol iota inh	BLM helicase inh	BAZ2B inh	G9a block	Pin1 inh	JMJD2A Tudor	GLS inh	HP1b binding inh	PGK inhibitor
COCCCn1c(SCC(=O)Nc2cccc(C(=O)OC)c2)nnc1-c1ccncc1	7%	-2%	9%	3%	-11%	-4%	3%	23%	0%
COc1ccc(CC(=O)NC2CC(=O)N(c3cccc(F)c3)C2)cc1OC (stereo unspecified)	4%	-1%	-4%	0%[59 µM]	2%	-8%	4%	12%	i
CN1C(=O)CC(N2CCN(c3ccc(Cl)cc3)CC2)C1=O (stereo unspecified)	17%	-2%	-21%	-22%[59 µM]	3%	-5%	12%	17%	-14%
CCOC(=O)C1=C(N)N(c2ccccc2)C(=O)C1	?	0%	-3%	17%[12.7 µM]	-1%	3.5µM*	?	?	-9%
COc1ccc(-c2[nH]ncc2CN(C)Cc2cccnc2)c(OC)c1	?	0%	8%	·	-9%	-11%	12%	15%	-6%
CC(C)OCCCNC(=O)c1cn(C)c2ccc(S(=O)(=O)N3CCCCCC3)cc2c1=O	11%	0%	·	37%[59 µM]	-2%	-6%	-1%	59%[activator]	-9%
CC(C)Cc1nn2c(=O)cc(COC(=O)c3ccccc3NC(=O)C3CCCCC3)nc2s1	-5%	-22%	-2%	?	4%	-11%	-14%	-9%	0%
COc1ccc([C@H]2CC(=O)C=C(c3ccccc3C(F)(F)F)C2)cc1	25%	·	19%	15%[2.33 µM]	?	27%	-2%	90%[activator]	9%
CCCN1C(=O)C2C(C(=O)Nc3cccc(OC)c3)C3C=CC2(O3)C1C(=O)NC1CCCCC1 (stereo unspecified)	?	-1%	0%	-2%[59 µM]	-1%	-6%	11%	16%	-3%
CCOc1cccc(-c2nc3ccccc3c(=O)o2)c1	-6%	-13%	2%	12%[59 µM]	96%[activator]	162%[activator]	3%	127%[activator]	2%
CCn1c(-c2ccccc2)c(C(=O)CCl)c2ccccc21	?	-9%	8%	?	?	-9%	3%	66%[activator]	-6%
CCOc1nc(Nc2ccc(OC)cc2)nc(OCC)n1	?	-4%	1%	15%[59 µM]	?	79µM*	1%	-73%	?
O=C(Cn1nc(C(F)(F)F)c2c1CCC2)NC1CCCCC1	7%	-4%	13%	7%	3%	-14%	0%	27%	-7%
CCOc1ccc(NC(=O)c2cc3c(=O)n(C)c4ccccc4c3n2C)cc1	7%	5%	-25%	-33%	0%	-20%	6%	28%	-3%
CC(C)n1c2ccccc2c2cc([N+](=O)[O-])ccc21	19%	-4%	2%	0%[59 µM]	3%	-10%	7%	20%	-3%
C=CCn1c(SCC(=O)Nc2cc(C)on2)nnc1C1COc2ccccc2O1 (stereo unspecified)	-4%	-18%	-14%	28%	0%	-2%	0%	45%[activator]	-7%
O=C(N/N=C/c1ccccn1)c1cccc(S(=O)(=O)N2CCCC2)c1	?	1%	-1%	?	1%	-25%	-1%	32%	2%
CC(=O)n1cc([C@H]2C=C(C(=O)N3CCN(Cc4ccc5c(c4)OCO5)CC3)O[C@@H](OCCCCO)C2)c2ccccc21	-5%	-4%	-36%	-10%[59 µM]	39%[activator]	?	11%	-2%	13%
CCCCOc1ccc(C(C)NC(=O)CCS(=O)(=O)Cc2ccc(Cl)cc2)cc1 (stereo unspecified)	-5%	0%	-6%	23%[59 µM]	-1%	-7%	0%	26%	-10%
CNC(=S)N(Cc1ccc(OC)cc1)C1CC(=O)N(c2ccc(OC)cc2)C1=O (stereo unspecified)	2%	2%	7%	-10%[59 µM]	?	-16%	0%	?	-1%
CC(C)OC(=O)c1c(NC(=O)c2cc3nc(-c4ccccc4)cc(C(F)(F)F)n3n2)sc2c1CCCC2	12%	0%	-2%	13µM*	-12%	-20%	?	-6%	-3%
COc1ccc(/C=C2\SC(=O)N(CC(=O)NC3CCS(=O)(=O)C3)C2=O)cc1 (stereo unspecified)	-6%	-3%	-11%	·	-2%	-10%	3%	20%	-4%
Cc1ccc(C(=O)NCC(=O)N(C)Cc2ccc(Cl)cc2Cl)s1	-4%	·	1%	-7%	1%	-2%	-7%	16%	-5%
Cc1cc(C)nc(-n2cc(C(=O)c3cc(F)ccc3O)cn2)n1	180%[activator]	-2%	3%	?	7%	-11%	-29%	49%[activator]	i
CC1CC(C)CN(C(=O)CNS(=O)(=O)c2ccc(Br)s2)C1 (stereo unspecified)	20%	-2%	5%	28%[59 µM]	-4%	-16%	0%	25%	-9%
Cn1cc(S(=O)(=O)c2ccccc2)c(=O)c2cc(F)c(N3CCOCC3)cc21	-9%&10%	0%&1%	-5%&2%	12%&0%[59 µM]	2%&25%	-14%&-20%	8%&1%	37%&6%	-4%&-7%
COc1cccc(CNC(=O)CCC2CCCN(C(=O)c3cc(C4CC4)[nH]n3)C2)c1 (stereo unspecified)	30%[activator]	-1%	-21%	?	-3%	-7%	-6%	88%[activator]	-1%
CS(=O)(=O)N(CC(=O)NCCSCc1ccccc1Cl)c1ccc(F)cc1	9%	-1%	11%	45%	?	-12%	-10%	23%	3%
COc1cccc(NC(=O)COC(=O)C2CC3CCCC(C2)C3=O)c1 (stereo unspecified)	-7%	·	-2%	-21%[12.7 µM]	-6%	-6%	1%	15%	-2%
O=C(NCCNc1ccc([N+](=O)[O-])cc1)c1ccccc1Br	7%	1%	-13%	?	0%	-22%	23%	1%	-1%
COc1ccccc1S(=O)(=O)Cc1ccc(C(=O)N2CCN(c3ccccc3)CC2)o1	-3%	-5%	-34%	5%[59 µM]	-1%	-8%	23%	12%	i
Cc1ccc2cc(CCNC(=O)c3ccc(S(=O)(=O)N4CCOCC4)cc3)c(=O)[nH]c2c1C	37%[activator]	3%	-13%	·	-3%	-8%	-3%	27%	5%
CCOc1ccccc1N1CCN(C(=O)c2ccc(-c3ccc(OC(C)=O)cc3)cc2)CC1	12%	-7%	?	-10%	3%	-29%	10%	-2%	·
COc1ccccc1C1C(C#N)=C(N)N(N(C)C)C2=C1C(=O)CC(C)(C)C2 (stereo unspecified)	-8%	-1%	-5%	-9%	-6%	-23%	7%	14%	-5%
CS(=O)(=O)N1CCN(C(=O)Cc2ccc(Br)cc2)CC1	41%[activator]	-1%	6%	·	-6%	-8%	-6%	38%	-1%
CS(=O)(=O)N(CC(=O)N1CCc2ccccc2C1)c1ccccc1F	-1%	·	·	·	-8%	9%	-6%	36%	-6%
COc1ccc(C2(C)NC(=O)N(CC(=O)NCc3ccccc3F)C2=O)cc1 (stereo unspecified)	58%[activator]	-1%	-4%	-15%	0%	-1%	3%	23%	-1%
COc1ccc(C2C(C(=O)c3sc(C)nc3C)=C(O)C(=O)N2CCCn2ccnc2)cc1 (stereo unspecified)	-10%	·	·	·	4%	-28%	-5%	-3%	-2%
Cc1ccc(S(=O)(=O)c2cc3ccc(O)cc3oc2=O)cc1C	-32%	-6%	16%	40%[activator]	?	39%[activator]	13%	90%[activator]	·
CC(CCc1ccccc1)NCC(O)COc1ccccc1 (stereo unspecified)	15%	-1%	-17%	-11%	-5%	-16%	-7%	43%[activator]	-11%
Cc1nnc2sc(-c3ccc(NC(=O)c4ccc(-c5ccc(Cl)cc5Cl)o4)cc3)nn12	?	·	·	·	?	?	?	35%[activator]	-15%
CCOC(=O)Cn1c(=O)n(-c2ccccc2OC)c2nc(-c3ccc(C(C)C)cc3)nc(C(N)=O)c21	-3%	1%	-39%	3%[59 µM]	-7%	-18%	0%	19%[57 µM]	3%
Cc1cccc(NC(=O)c2cccc(S(=O)(=O)N3CCCC3)c2)n1	10%	·	-5%	-27%	0%	2%	3%	21%	5%
C/C(CC1(O)C(=O)Nc2ccccc21)=N\O (stereo unspecified)	-1%	-5%	-13%	-3%[59 µM]	6%	-11%	10%	19%	7%

8 of the compounds above, with two lines to a compound:
Every second line gives: Pol iota inh	BLM helicase inh	BAZ2B inh	G9a block	Pin1 inh	JMJD2A Tudor	GLS inh	HP1b binding inh	PGK inhibitor
COc1ccc(C2(C)NC(=O)N(CC(=O)NCc3ccccc3F)C2=O)cc1 (stereo unspecified)
 : 58%[activator]	-1%	-4%	-15%	0%	-1%	3%	23%	-1%
COc1ccc(C2C(C(=O)c3sc(C)nc3C)=C(O)C(=O)N2CCCn2ccnc2)cc1 (stereo unspecified)
 : -10%	·	·	·	4%	-28%	-5%	-3%	-2%
Cc1ccc(S(=O)(=O)c2cc3ccc(O)cc3oc2=O)cc1C
 : -32%	-6%	16%	40%[activator]	?	39%[activator]	13%	90%[activator]	·
CC(CCc1ccccc1)NCC(O)COc1ccccc1 (stereo unspecified)
 : 15%	-1%	-17%	-11%	-5%	-16%	-7%	43%[activator]	-11%
Cc1nnc2sc(-c3ccc(NC(=O)c4ccc(-c5ccc(Cl)cc5Cl)o4)cc3)nn12
 : ?	·	·	·	?	?	?	35%[activator]	-15%
CCOC(=O)Cn1c(=O)n(-c2ccccc2OC)c2nc(-c3ccc(C(C)C)cc3)nc(C(N)=O)c21
 : -3%	1%	-39%	3%[59 µM]	-7%	-18%	0%	19%[57 µM]	3%
Cc1cccc(NC(=O)c2cccc(S(=O)(=O)N3CCCC3)c2)n1
 : 10%	·	-5%	-27%	0%	2%	3%	21%	5%
C/C(CC1(O)C(=O)Nc2ccccc21)=N\O (stereo unspecified)
 : -1%	-5%	-13%	-3%[59 µM]	6%	-11%	10%	19%	7%

Screens deposited in PubChem BioAssay by National Center for Advancing Translational Sciences (NCATS).

A portion of the library (hit frequency here may not be typical).
